Bioassay records from PubChem.
ELG1 genotoxic – qHTS screen for small molecules that induce genotoxicity in human embryonic kidney (HEK293T) cells expressing luciferase-tagged ELG1; HEK293T ELG1-luciferase reporter, luminescence, 16 h; Potency, µM (doses to about 46 µM), for inactives: top-dose activity change, positive = activation, most hits filed as activators; 330,000 tested, 1.3% active; AID 504466, 2011; further: potency means the concentration at half of the fitted maximal effect; % of control where 0% means no effect; nearly all actives have a fitted effect of over 60% in size
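Cells (2,000/well) expressing the ELG1-luciferase fusion are dosed by pin tool and kept 16 hr at 37 °C, 5% CO2. Signal comes from ONE-Glo luciferase reagent after 30 min at room temperature.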
uPA generation – qHTS for Inhibitors of Cell Surface uPA Generation. cell surface uPA generation assay, qHTS. Potency, µM (titrated, usually from 38.3 µM), for the others: at the top dose activity change, negative = inhibition, actives largely listed as inhibitors. 330,000 tested, 0.31% active; active means well fitted inhibition curve with a large enough effect; inconclusive means small, poorly fitted or top-dose-only effect; inactive means no such curve, though single readings can be large or run the other way; tested in mouse RAW 264.7 cells; further: potency means the concentration at half of the fitted maximal effect; on the % scale 0 is the no-effect control and ±100 the full control effect; nearly all actives have a fitted effect of over 55% in size
VP16 counter – VP16 counterscreen qHTS for inhibitors of ROR gamma transcriptional activity; Drosophila S2 Gal4-VP16 UAS-luciferase, luminescence, 20 h; Potency, µM (highest dose often 53.6 µM), for the others: at the top dose activity, negative = inhibition, usual class: inhibitors; 310,000 tested, 3.5% active; AID 2546, 2010;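 further: Gal4-VP16 expression switched on by copper sulfate through the metallothionein promoter; potency means the concentration at half of the fitted maximal effect; on the % scale 0 is the no-effect control and ±100 the full control effect; nearly all actives have a fitted effect of over 50% in size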
RORgamma inh – qHTS for inhibitors of ROR gamma transcriptional activity; Drosophila S2 Gal4-RORgamma UAS-luciferase reporter, 20 h; Potency, µM (titrated, usually from 53.6 µM), inactives show at the top dose activity change, negative = inhibition, most hits filed as inhibitors; 310,000 tested, 5.4% active; AID 2551, 2010; further: potency means the concentration at half of the fitted maximal effect; on the % scale 0 is the no-effect control and ±100 the full control effect; nearly all actives have a fitted effect of over 60% in size
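Stably transfected Drosophila Schneider cells are the test system, with ROR gamma fused to Gal4 and luciferase under UAS control; luminescence is read after 20 hr of 700 uM copper sulfate induction at ambient temperature.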
KCNH2 3.1 inh – qHTS for Inhibitors of KCHN2 3.1: Mutant qHTS; 340,000 tested, 0.95% active; activity change, % (tested at about 1.8 µM); AID 720553, 2013; U2OS KCNH2 3.1, thallium flux FluxOr; hits give low values;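 active means maximum activity change below -70%; inconclusive means maximum activity change from -70% to -50%; inactive means maximum activity change above -50%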;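 further: thallium influx rate constant from kinetic fluorescence after stimulation buffer; on the % scale 0 is the no-effect control and ±100 the full control effect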
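FluxOr-based Tl+ influx in U2OS cells transduced with KCNH2 3.1 virus; rate constants normalized to DMSO controls.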
Coupling enz – qHTS Assay for Inhibitors of Fructose-1,6-bisphosphate Aldolase from Giardia Lamblia: Coupling assay counterscreen; coupling enzyme system counterscreen, AmpLite Red fluorescence; activity change, negative = inhibition, % at 58.2 µM, hits read low; 290,000 tested, 0.67% active; AID 2472, 2010; in the data active means activity change below about -30%; further: on the % scale 0 is the no-effect control and ±100 the full control effect
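Final compound at 57.5 uM, incubated 10 min at RT with coupling enzyme reagent (glyceraldehyde-3-phosphate), then 20 min with substrate and AmpLite Red detection. Fluorescence read at 525/598 nm; tests interference with the coupling assay, not aldolase inhibition.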
Tb PFK block – qHTS Assay to Find Inhibitors of T. brucei phosphofructokinase. ATP-dependent 6-phosphofructokinase (Trypanosoma brucei brucei), O15648. T. brucei PFK, ADP-Glo luminescence. Potency, µM (highest dose often 57.5 µM), for inactives: top-dose activity, negative = inhibition, hits mostly inhibitors. 330,000 tested, 0.17% active;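 further: potency means the concentration at half of the fitted maximal effect; 0% = uninhibited 1x PFK enzyme wells and -100% = no-enzyme wells; nearly all actives have a fitted effect of over 60% in size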
Target sequence (O15648 whole entry, looked up): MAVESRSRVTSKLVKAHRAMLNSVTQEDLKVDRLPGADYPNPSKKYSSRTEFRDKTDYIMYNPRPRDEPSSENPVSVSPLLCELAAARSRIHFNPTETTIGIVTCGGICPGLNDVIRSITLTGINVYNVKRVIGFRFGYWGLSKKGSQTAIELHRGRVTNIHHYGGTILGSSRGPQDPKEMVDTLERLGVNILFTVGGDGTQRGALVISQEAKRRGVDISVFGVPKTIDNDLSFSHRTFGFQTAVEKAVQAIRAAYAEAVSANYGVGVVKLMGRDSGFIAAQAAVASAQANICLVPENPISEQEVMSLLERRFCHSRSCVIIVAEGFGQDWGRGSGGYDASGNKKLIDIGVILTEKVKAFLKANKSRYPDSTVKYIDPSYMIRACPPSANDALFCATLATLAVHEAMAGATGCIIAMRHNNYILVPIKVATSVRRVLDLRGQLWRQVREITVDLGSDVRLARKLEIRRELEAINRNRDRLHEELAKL
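Compounds were pin-transferred as a titration series up to 57 uM into substrate buffer (0.5 mM F6P, 0.1 mM ATP, pH 8.0), then 1.25 nM PFK was added and reactions ran 45 min before ADP-Glo detection.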
NPC1 promoter act – qHTS Assay for NPC1 Promoter Activators | Huh7 NPC1 promoter luciferase reporter, 24 h | Potency, µM (highest dose often 9.22 µM), for the others: top-dose activation, usual class: activators | 320,000 tested, 2.4% active | AID 485313, 2010;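 further: potency means the concentration at half of the fitted maximal effect; % of control where 0% means no effect; nearly all actives have a fitted effect of over 60% in size; reporter is driven by a mutant NPC1 promoter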
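Huh7 cells stably carrying NPC1 promoter–luciferase, plated in Opti-MEM with 10% FBS for 2 h, were exposed to compound in DMSO for 24 h at 37 °C; luciferase reagent was added for 10 min and luminescence read.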
Rab9 promoter act – qHTS Assay for Rab9 Promoter Activators | Huh7 Rab9 promoter-luciferase reporter, luminescence, 24 h | Potency, µM (highest dose often 9.22 µM), without a hit: top-dose activation, negative = inhibition, most hits filed as activators | 320,000 tested, 2.8% active; further: potency means the concentration at half of the fitted maximal effect; % of control where 0% means no effect; nearly all actives have a fitted effect of over 60% in size
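Stable Rab9-luc Huh7, 1500 cells/well, 2 h settle; cmpd in DMSO, 24 h, 37 °C/5% CO2; luciferase reagent 10 min RT; luminescence.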
Giardia kill – Small Molecules that selectively kill Giardia lamblia: qHTS; Giardia lamblia trophozoite viability; activity change, % at 7.66 µM, hits read low; 340,000 tested, 0.15% active; in the data active means activity change below about -80%; inconclusive means between about -30% and that limit;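 further: parasites exposed to compound for two days anaerobically before the ATP read; on the % scale 0 is the no-effect control and ±100 the full control effect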
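Trophozoite viability was measured as ATP-dependent luminescence, read 15-30 min after reagent addition. Before that, parasites at 100 cells/well were exposed to compounds for 48 h, anaerobically, at 37 deg C.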
FLuc modulator – qHTS profiling assay for firefly luciferase inhibitor/activator using purifed enzyme and Km concentrations of substrates (counterscreen for miR-21 project); Luciferin 4-monooxygenase (Photinus pyralis), P08659; purified FLuc, Km substrates, luminescence inhibition; Potency, µM (highest dose often 57.5 µM), for the others: at the top dose activity change, negative = inhibition, hits mostly inhibitors; 360,000 tested, 6.9% active; AID 588342, 2011;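 further: potency means the concentration at half of the fitted maximal effect; plate controls were vehicle for no effect and reference inhibitor for full effect; nearly all actives have a fitted effect of over 55% in size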
Target sequence (P08659 whole entry, looked up): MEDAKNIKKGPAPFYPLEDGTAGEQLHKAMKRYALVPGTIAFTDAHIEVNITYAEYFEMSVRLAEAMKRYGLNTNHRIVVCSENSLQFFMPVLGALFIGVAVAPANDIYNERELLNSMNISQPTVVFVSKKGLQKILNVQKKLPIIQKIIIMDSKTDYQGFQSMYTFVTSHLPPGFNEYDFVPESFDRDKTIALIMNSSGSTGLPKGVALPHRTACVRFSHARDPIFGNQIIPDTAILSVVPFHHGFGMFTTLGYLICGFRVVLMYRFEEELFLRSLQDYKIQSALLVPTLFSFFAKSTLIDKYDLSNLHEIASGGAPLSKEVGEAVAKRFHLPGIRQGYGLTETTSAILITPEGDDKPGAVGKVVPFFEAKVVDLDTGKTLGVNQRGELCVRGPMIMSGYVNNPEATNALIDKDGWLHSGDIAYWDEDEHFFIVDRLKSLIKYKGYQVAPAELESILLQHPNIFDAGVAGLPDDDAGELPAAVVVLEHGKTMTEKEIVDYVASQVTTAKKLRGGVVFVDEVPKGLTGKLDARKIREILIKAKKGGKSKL
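Purified P. pyralis luciferase, 10 nM final, with Km-level 10 uM D-luciferin and 10 uM ATP in 50 mM Tris acetate pH 7.5, 10 mM Mg acetate, 0.01% Tween-20, 0.05% BSA; 6-point qHTS titration about 60 µM downward; luminescence read.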
Numbers without * were called inactive; ? = inconclusive; nt = not tested or not shown; & = joins results of further samples; [ ] = dose if it differs, or a comment. Unless noted, the call rests on the fitted dose curve; in most records, active means well fitted curve in the direction sought with a large enough effect; inconclusive means small, poorly fitted or top-dose-only effect, or another doubt; inactive means no such curve, though single readings can be large; an effect the other way counts as inactive or inconclusive.

1: CN(C)/C=C/c1onc(-c2ccccc2Cl)c1C#N
2: COc1ccc2[nH]c(=O)c(CN(C(=O)c3cccnc3)c3cccc(C)c3)cc2c1
3: COc1ccc(CNC(=O)CS(=O)Cc2nc(-c3ccc(C)cc3)oc2C)cc1 (stereo not given)
4: COc1ccc(C(=O)n2nc(C)cc2C)cc1OC
5: CC(C)Cn1c(N)c(C(=O)COC(=O)c2cc(-c3ccccc3)nc3ccccc23)c(=O)n(C)c1=O
6: O=C(CCCNS(=O)(=O)c1cccc2nsnc12)NCc1ccccc1
7: CCCCNc1ccc2nsnc2c1[N+](=O)[O-]
8: Cc1c(OC(C)C(=O)NCCCN2CCOCC2)ccc2c1oc(=O)c1ccccc12 (stereo not given)

Compound,1,2,3,4,5,6,7,8
ELG1 genotoxic,?,-2%,-2%,nt,-7%,1%,16%,0%
uPA generation,2%,3%,-73%,nt,2%,-2%,-1%,3%
VP16 counter,-1%,-6%,1%,6%,-8%&-7%,-6%,-3%,7%
RORgamma inh,?,0%,13µM*,-11%,-5%&0%,21%,53%,0%
KCNH2 3.1 inh,12,10,-3,-13,-25,7,-6,-11
Coupling enz,1,2,-1,3,0&1,-7,-21,-1
Tb PFK block,1%,1%,2%,nt,-2%,2%,4%,4%
NPC1 promoter act,?,2%,0%,nt,-9%,1%,-1%,1%
Rab9 promoter act,?,0%,-5%,nt,-4%,0%,-4%,-9%
Giardia kill,-27,15,29,26,?,1,-5,26
FLuc modulator,24µM*,5%,-16%,-2%,-5%,-1%,-7%,-3%

Whole records from above. Screens in order: ELG1 genotoxic	uPA generation	VP16 counter	RORgamma inh	KCNH2 3.1 inh	Coupling enz	Tb PFK block	NPC1 promoter act	Rab9 promoter act	Giardia kill	FLuc modulator
Shown for COc1ccc(CNC(=O)CS(=O)Cc2nc(-c3ccc(C)cc3)oc2C)cc1 (stereo not given) → -2%	-73%	1%	13µM*	-3	-1	2%	0%	-5%	29	-16%
Shown for COc1ccc(C(=O)n2nc(C)cc2C)cc1OC → nt	nt	6%	-11%	-13	3	nt	nt	nt	26	-2%
Shown for O=C(CCCNS(=O)(=O)c1cccc2nsnc12)NCc1ccccc1 → 1%	-2%	-6%	21%	7	-7	2%	1%	0%	1	-1%

Following part.
9: Cc1ccc(NC(=O)c2sccc2C)cc1S(=O)(=O)N(C)C
10: COc1ccc(NS(=O)(=O)c2ccc(O)c(NC(=O)c3cc4c(C)nn(-c5ccc(F)cc5)c4s3)c2)cc1
11: CC(SCC(=O)Nc1ccc(F)cc1)c1nc2ccccc2c(=O)[nH]1 (stereo not given)
12: COc1ccccc1/C=C/C=N/n1c(-c2ccccn2)n[nH]c1=S
13: CCOCCCNC(=O)CN1C(=O)COc2ccc(S(=O)(=O)N3CCCC3)cc21
14: COc1cccc(C2CC(C(F)(F)F)n3ncc(C(=O)Nc4c(C)n(C)n(-c5ccccc5)c4=O)c3N2)c1 (stereo not given)
15: COc1ccc(N2C(=O)C3C(C2=O)C2C=CC3C23CC3)c(OC)c1 (stereo not given)
16: O=C(NC1CCSc2ccccc21)c1ccc(C(F)(F)F)cc1 (stereo not given)

Compound,9,10,11,12,13,14,15,16
ELG1 genotoxic,5%,8%,-1%,?,3%,-1%,6%,9%
uPA generation,0%,1%,1%,-13%,-21%,-5%,-1%,1%
VP16 counter,7%,22µM*,?,2%,-4%,17%,-4%,?
RORgamma inh,33%,?,1%,?,-6%,1%,-19%,-27%
KCNH2 3.1 inh,0,-17,-25,-8,11,-24,-6,-14
Coupling enz,-1,1,-13,3,nt,0,2,0
Tb PFK block,2%,1%,-2%,4%,1%,3%,-1%,0%
NPC1 promoter act,10%,-5%,-6%,18%,-1%,-3%,-1%,9%
Rab9 promoter act,1%,-2%,4%,?,1%,-3%,8%,-1%
Giardia kill,-1,-4,16,-1,-18,-18,-20,-29
FLuc modulator,19µM*,1%,2%,17µM*,-2%&-4%,-1%,13µM*,0%

17: O=C(O)c1sccc1Oc1ccc(NS(=O)(=O)c2cccc(F)c2)cc1
18: CC1CCc2sc3c(c2C1)c(=O)n(CC(=O)O)c(=O)n3Cc1ccc(Cl)cc1 (stereo not given)
19: Cc1ccc2cc(N)ccc2n1
20: COc1cc(OC)cc(C(=O)NC(=S)Nc2nc(-c3cc4ccccc4o3)cs2)c1
21: O=C(CN1CCN(c2ccccc2)CC1)Nc1cccc([N+](=O)[O-])c1
22: COc1cc(C(=O)Nc2ccc(O)cc2)ccc1OC(C)=O
23: O=C1CCCN1CC1CCCN(Cc2nc(COc3ccccc3)no2)C1 (stereo not given)
24: COc1cccc(NC(=O)[C@@H]2CCCN2S(=O)(=O)c2cccc3cccnc23)c1

Compound,17,18,19,20,21,22,23,24
ELG1 genotoxic,1%,-2%,0%,-2%,0%,?,0%,0%
uPA generation,1%,12%,-1%,1%,0%,-9%,5%,20%
VP16 counter,-1%,-5%,10%,-1%,5%,23%,-6%,nt
RORgamma inh,9%,0%,6%,-14%,22%,7%,4%,nt
KCNH2 3.1 inh,-4,-19,-35,5,-7,18,2,9
Coupling enz,17,3,-22,2,-1,0,2,nt
Tb PFK block,-5%,0%,-7%,4%,-1%,1%,4%,0%
NPC1 promoter act,0%,1%,0%,-2%,1%,1%,0%,-3%
Rab9 promoter act,-16%,0%,-1%,-1%,0%,14%,0%,-2%
Giardia kill,13,2,-17,21,-11,-17,-26,23
FLuc modulator,1%,-2%,-11%,2%,-1%,?,-2%,2%

25: O=C1COc2ccc(C(=O)COC(=O)C3CCN(S(=O)(=O)c4cccs4)CC3)cc2N1
26: O=S(=O)(NCc1cccnc1)c1cccc2nsnc12
27: CSc1nnc2c3ccccc3n(Cc3ccccc3)c2n1
28: O=C(N1CCOCC1)N(Cc1ccco1)CC1CCCO1 (stereo not given)
29: COc1cc(/C=C2\SC(=Nc3c(C)n(C)n(-c4ccccc4)c3=O)NC2=O)ccc1O
30: C[n+]1ccccc1/C=C/c1cc(Br)ccc1O
31: Cn1c(CC(=O)Nc2cccc(Cl)c2Cl)nnc1SCC(=O)NC1=NCCS1
32: CC(O)[C@H]1CC[C@H]2[C@@H]3CC[C@H]4C[C@H](O)CC[C@]4(C)[C@H]3[C@H](O)C[C@]12C (stereo not given in full)

Compound,25,26,27,28,29,30,31,32
ELG1 genotoxic,0%,-3%,1%,0%,7%,-6%,-1%,-5%
uPA generation,1%,nt,0%,2%,4%,-6%,-9%,-6%
VP16 counter,-2%,-3%,6%,-5%,-8%,-3%,5%,nt
RORgamma inh,4%,0%,-37%,-2%,1%,-1%,-20%,nt
KCNH2 3.1 inh,-1,-4,-1,23,1,20,-2,10
Coupling enz,1,0,0,0,7,-1,-1,nt
Tb PFK block,0%,2%,-3%,1%,3%,-2%,-4%,-3%
NPC1 promoter act,-7%,1%,1%,-4%,-1%,-4%,-4%,4%
Rab9 promoter act,-1%,0%,-6%,4%,-5%,-5%[1.84 µM],28%,-5%
Giardia kill,-15,0,-3,-4,2,22,6,?
FLuc modulator,-1%,5%,2%,1%,-2%,-1%,-2%,-2%

33: CC1(C)Nc2ccccc2N(Cc2ccc([N+](=O)[O-])cc2)C1=O
34: CC(=O)Nc1cccc(NC(=O)CSc2nc(C)c(C)c(C)c2C#N)c1
35: CN(C1CCCC1)C1CCN(C(=O)CNC(=O)/C=C/c2cccc(C(F)(F)F)c2)CC1
36: Cc1nnc(SCc2ccc(CC(=O)O)cc2)o1
37: COc1cc(/C=N/N2C(C)CCCC2C)cc(OC)c1O (stereo not given)

Compound,33,34,35,36,37
ELG1 genotoxic,-1%,0%,-12%,1%,-4%
uPA generation,2%,-8%,-29%,2%,-1%
VP16 counter,-10%,-6%,0%,-3%,-4%
RORgamma inh,22%,-2%,10%,-2%,25%
KCNH2 3.1 inh,-16,10,?,5,-13
Coupling enz,0,3,5,3,-5
Tb PFK block,-1%,-8%,1%,-1%,18%
NPC1 promoter act,0%,1%,-4%,-2%,-3%
Rab9 promoter act,-4%,-12%,0%,-3%,1%[1.84 µM]
Giardia kill,8,-1,11,4,11
FLuc modulator,0%,-19%,-2%,3%,6%
